FN deposit inh: fibronectin deposition inhibition; inhibition, % at 12.6 µM; 350,000 compounds, 0.086% hits; AID 743247; AH1F fibroblasts, Alexa488-fibronectin deposition fluorescence, overnight;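 active = mean inhibition across replicates of 30% or more, regardless of how many single replicates reach that level; inconclusive = mean under 30% yet at least half of replicates reach 30%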;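 note: positive control wells lacked labelled fibronectin entirely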
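Test system: AH1F fibroblast monolayer depositing Alexa488-labelled fibronectin into matrix. Input: 10000 cells per well. Technique: fluorescence, ex 485 nm, em 525 nm. Buffer or medium: DMEM plus 2% serum, read in PBS. Timing: 1 h cell adhesion before compound, then overnight fibronectin incubation. Compound: single dose, pinned. Read-out basis: inhibition from reduced deposited-fibronectin fluorescence.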
DENV2 CPE: inhibitors of DENV2 cytopathic effect | 350,000 compounds, 1.7% hits | CPE inhibition, % at 9.99 µM | DENV2-infected cells, cytopathic effect rescue, plate reader | AID 651640; in the data active = CPE inhibition above about 20%, passing the limit was not always enough; inconclusive = no clear call, values can overlap the other calls; tested in BHK-21 cells;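 note: 0% = median of neutral control wells and 100% = median of positive control wells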
miR122 inh: miR-122 inhibition in Huh7 cells. activation (reporter increase), % at 12.5 µM. 340,000 compounds, 0.3% hits. Huh7 miR-122 Renilla luciferase sensor, 48 h; neutral wells = 0, positive control = 100;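 active = mean replicate activation score at least 90 and every replicate individually at or above 90; inconclusive = only one of the two criteria met; inactive = neither criterion met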;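 note: higher luciferase means less miR-122 activity so hits act as miR-122 inhibitors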
EWS-Fli block: blocks EWS/Fli oncoprotein-driven transcription; 350,000 compounds, 0.67% hits; inhibition, % at 12.6 µM; A673 NR0B1-luciferase reporter, viability-normalised; AID 651661;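 active = mean inhibition of at least 50% after viability correction, with every replicate also passing that limit; inconclusive = mean reaches 50% but only one of two replicates passes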;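 note: firefly luciferase signal divided by Alamar Blue viability fluorescence both relative to DMSO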
PAX8 reporter: lowers PAX8-driven luciferase in RMG-I cells. 360,000 compounds, 1.2% hits. inhibition, % at 12.6 µM. RMG-I TPO-luciferase reporter, SteadyGlo, 24 h;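 active = mean replicate inhibition at least 60% with every replicate also reaching 60%; inconclusive = only one of the two criteria is met; inactive = mean below 60% and not all replicates reaching 60%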;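 note: luciferase light reporting Pax8 driven TPO promoter activity; plate controls were median of neutral control wells for no effect and mitoxantrone controls for full effect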
GSIS activator: GLuc luminescence reporter in INS-1E cells, primary screen for activators of glucose-dependent secretion of insulin; activation, % at 16.6 µM; 370,000 compounds, 0.61% hits; INS-1E GLuc reporter insulin secretion, 2-3 h; AID 743287;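 active = lowest replicate activation of at least 40%, so every replicate reaches that level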;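 note: 0% = median of neutral control wells and 100% = median of IBMX positive control wells; some compounds called inactive have numbers as strong as hits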
CFTR F508del cor: CFTR F508del correction in bronchial cells. CFBE cells, YFP halide quenching; stimulated with forskolin plus potentiator P3; % fluorescence drop versus neutral controls. activity (quench increase), % at 7.58 µM. 350,000 compounds, 0.36% hits. AID 720511;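 active = mean added fluorescence quench of at least 8% versus neutral control, with both replicates also reaching 8%; inconclusive = only one of the mean or replicate conditions met; inactive = mean below 8% and not both replicates reaching 8%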;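 note: cells transiently co-express mutant CFTR-F508del with the halide-sensitive YFP; corrector assay measuring rescue of mutant channel to the surface after 24 h compound exposure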
* = called active by the depositor; ? = inconclusive; / = not tested or not shown; & = joins results of further samples; [ ] = dose if it differs, or a comment.

entry	structure	CFTR F508del cor	FN deposit inh	DENV2 CPE	PAX8 reporter	EWS-Fli block	GSIS activator	miR122 inh
1	C[C@@H]1CN([C@H](C)CO)S(=O)(=O)c2ccc(C3=CCCC3)cc2O[C@@H]1CN(C)C(=O)c1ccccc1	-3.4	/	-4	/	10	-2	-9[16.7 µM]
2	Nc1c(Br)cc(Br)cc1CNC1CCC(O)CC1 (stereo not drawn)	-2.9&-1.8	-5&0	5&0	-6&-2	-4&2	0	2&1
3	CN(C)CC(=O)Nc1ccc2c(c1)[C@@H]1C[C@H](CC(=O)NCc3ccccc3F)O[C@H](CO)[C@@H]1O2	-2.6	-8	11	-6	5	-2	-6[16.7 µM]
4	CCCN1CNC(=S)N(CCc2ccccc2)C1	1.8	-2	-1	28	5	-25	/
5	COC(CN(C)C(=O)C1CCC(CNS(=O)(=O)c2ccccc2)CC1)OC (stereo not drawn)	0.8	4	6	11	1	/	-2
6	O=C(CN(Cc1ccccc1)S(=O)(=O)c1ccccc1)N/N=C/c1ccccc1C(=O)O	-1.2	7	-5	-2	9	5	-1
7	O=C(COC(=O)c1ccc(Cl)c(S(=O)(=O)N2CCCCCC2)c1)Nc1ccccc1	/	3	/	-19	-14	-12	/
8	COc1ccc2c3c(n(C)c2c1)[C@@H](CO)NCC31CN(S(=O)(=O)c2ccccc2)C1	-1.7	/	-11	/	15	38	/
9	O=C(C1CC1)N1CCCCN2[C@H](C1)[C@H](c1ccc(-c3ccncc3)cc1)[C@@H]2CO	-1.8	/	/	0	-8	/	6[16.7 µM]
10	COc1cccc(CC2(CO)CCN(Cc3ccc(NC(C)=O)cc3)CC2)c1	4.1	8	-1	22	11	-4	/
11	O=C(Nc1cccc(S(=O)(=O)N2CCCCCC2)c1)C1CC(=O)N(c2ccc3c(c2)OCCO3)C1 (stereo not drawn)	-0.6	-1	?	9	11	-14	/
12	COc1ccc(-n2nnnc2SCC(=O)Nc2ccc(OC)cc2OC)cc1	1.9	4	-2	7	10	7	-5
13	CNC[C@H]1[C@@H](c2ccc(C#CCC3CCCC3)cc2)[C@@H](CO)N1C(=O)C1CCC1	0.5	3	5	/	/	-15	/
14	CN1C(=O)N(CC(=O)Nc2nccs2)C(=O)C12CCCCC2	-1.0	-1	11	2	-3	-6	-3
15	COc1ccc(C)cc1N(CC(=O)N1CCOCC1)S(C)(=O)=O	0.1	-6	-3	5	3	-2	/
16	Cc1cc(/C=C2\SC(=O)N(CC(=O)Nc3ccccc3F)C2=O)c(C)n1C	-3.4	-9	/	0	-4	14	-4
17	C=CCN=C1NN=C(c2cc(C)n(CC=C)c2C)CS1	0.5	-3	/	15	80*	14	/
18	C=CCOC(=O)Nc1nc(CCNC(=O)OC(C)(C)C)c(C(=O)OC)s1	-0.8	1	-1	9	-6	30	/
19	C[C@H](CO)N1C[C@H](C)[C@H](CN(C)S(=O)(=O)c2cccs2)Oc2ccc(NC(=O)C3CC3)cc2CC1=O	0.8	/	12	-5	-4	20	-4[16.7 µM]
20	COc1ccccc1/C=C/C(=O)Nc1ccc(S(=O)(=O)Nc2cc(C)on2)cc1	-0.9	2	1	2	2	33	6
21	CCN(C[C@H]1[C@H](c2ccccc2)[C@@H](CO)N1CC1CC1)C(=O)c1cccc(F)c1	-1.3	-11	-1	-5	-1	-2	-14[16.7 µM]
22	CCCN(CC(=O)Nc1cc(Cl)ccc1Cl)C(=O)CN1C(=O)C2CCCCC2C1=O (stereo not drawn)	3.0	5	6	8	/	-20	/
23	CCOc1ccc(NC(=O)CCN2C(=O)CSc3ccccc32)cc1	0.0	1	?	-17	-4	-1	/
24	C[C@@H]1CN([C@H](C)CO)C(=O)c2cc(NS(=O)(=O)c3ccc(F)cc3)ccc2O[C@H]1CN(C)C(=O)Nc1ccccc1	-0.8	-11	19	/	-4	6	7[16.7 µM]
25	Nc1ncnc2c1ncn2C1OC(COP(=O)(O)O)C(O)C1O (stereo not drawn)	5.7	5	-1	-9	-4	/	0
26	C[C@H]1CN([C@@H](C)CO)S(=O)(=O)c2ccc(Br)cc2O[C@H]1CN(C)Cc1ccccc1	-1.5&1.8&2.4	-6	?	36&4&-14	-2&6&-10	-7&3	-7
27	CCCNC(=O)C[C@@H]1C[C@@H]2c3cc(NS(C)(=O)=O)ccc3O[C@@H]2[C@H](CO)O1	2.5	-5	-1	/	-11	-3	1[16.7 µM]
28	OC(C#CCN1CCCCC1)c1ccccc1 (stereo not drawn)	/	6	/	-2	/	/	-1
29	CCCNC(=O)C[C@H]1CC[C@@H]2[C@H](COc3ccc(NC(=O)c4ccc(Cl)cc4)cc3C(=O)N2C)O1	0.0	6	-8	0	-21	10	2[16.7 µM]
30	COC(=O)C1=C(C)N(Cc2ccccc2C(F)(F)F)C(=NCc2ccc(OC)cc2)NC1c1cccc(F)c1 (stereo not drawn)	6.3	-13	7	9	0	-15	/
31	CCc1nc2ccccc2n1CC(=O)OCC(=O)N(CC(C)C)c1c(N)n(Cc2ccccc2)c(=O)[nH]c1=O	2.6	-3	4	-6	-12	-1	/
32	O=[N+]([O-])c1ccc2[nH]c3nc4ccccc4nc3c2c1	1.3	-3	3	-41	-27	-10	5
33	Cc1cc(-c2ccccc2C(=O)NC2CCCCC2)on1	-0.1	13	4	3	-6	/	/
34	Cc1ccc(S(=O)(=O)Nc2cccnc2)cc1	/	5	/	1	/	12	-1
35	O=C(CCCCCN1C(=O)[C@@H]2Cc3ccccc3CN2C1=O)Nc1ccccc1F	-3.6	8	-3	-10	0	14	1
36	CCOC(=O)C1(C(=O)OCC)COC(=O)C1CN1Cc2cc3ccccc3nc2C1 (stereo not drawn)	4.8	3	?	-10	2	/	1
37	Cc1ccc2nc(Br)c3c(c2c1)OC(CBr)C3 (stereo not drawn)	4.2	-2	-5	-15	-1	-4	-4
38	CCOC(=O)Cc1csc(SC(C)C(=O)NCC(=O)Nc2ccc(F)c(F)c2F)n1 (stereo not drawn)	1.4	-2	-5	6	/	-9	-2
39	O=C(O)c1sccc1Oc1ccc(NS(=O)(=O)c2cccc(F)c2)cc1	2.5	-2	?	-3	2	4	/
40	CN1c2ccc(-c3cccc(F)c3)cc2[C@H]2[C@H](CCN2C(=O)C2CCC2)[C@H]1CO	1.3	-25	-2	/	5	-23	/
41	O=C(CSc1nnc2scc(-c3ccccc3)n12)N1CCN(Cc2ccccc2)CC1	/	-6	/	/	/	-5	-11
42	CCNC(=O)C[C@H]1CC[C@@H]2[C@H](COC[C@@H](O)CN2C(=O)Nc2cccc(OC)c2)O1	-0.3	4	0	/	/	-1	2[16.7 µM]
43	CN1C(=O)CN(CCN2CC(=O)N(C)C(=O)C2)CC1=O	-1.2	-11	3	8	2	3	-3
44	COc1cccc(OC)c1C(=O)Nc1cccc(-c2ccc(N3CCOCC3)nn2)c1	-1.8	1	-7	-81	-23	-9	-3
45	CN(C)C(=O)CNc1n[nH]c(=S)[nH]c1=O	-0.4	-5	11	1	7	-6	/
46	CCCCCOC(=O)Cn1c(=O)oc2ccc(C)cc21	/	-4	/	-6	/	-12	/
47	CC(=O)N1N=C(c2ccco2)CC1c1ccco1 (stereo not drawn)	-0.4	5	-1	-3	-3	-14	0
48	CC=Cc1ccc2n(c1=O)C[C@@H]1[C@@H](CO)[C@H](C(=O)NCC)N(Cc3nccs3)[C@H]21 (mixture of isomers)	-4.8	/	?	-10	-9	24	10[16.7 µM]
49	Cc1cc(C)c(NC(=O)CNC(=O)c2ccc(-n3cncn3)c([N+](=O)[O-])c2)c(C)c1	2.3	9	7	-7	-10	0	-2
50	C[C@@H]1CN([C@H](C)CO)C(=O)Cc2cc(NC(=O)Nc3cccc4ccccc34)ccc2O[C@H]1CN(C)C(=O)Nc1ccc(C(F)(F)F)cc1	-3.0	/	4	/	2	18	8[16.7 µM]
51	O=C(Nc1ccc(Nc2ccccc2)cc1)C(Cl)(Cl)Cl	/	-3	/	7	/	-12	/
52	O=[N+]([O-])c1ccc2c(c1)Nc1nc3ccccc3nc1N2	0.4	2	4	-22	-83	/	-1
53	O=C(C[C@H]1CC[C@H]2[C@@H](COC[C@@H](O)CN2CC2CC2)O1)NCc1ccc(Cl)cc1	-1.3	-16	?	-4	3	6	-1[16.7 µM]
54	CCN1CCN(C(=O)C2CCCN(S(=O)(=O)c3cc(Cl)ccc3Cl)C2)CC1 (stereo not drawn)	2.4	-4	-11	11	/	1	/
55	CCCCN1C(=O)/C(=C/C=C2/C=Cc3ccccc3N2CC)SC1=S	2.4	-12	3	12	-3	-6	/
56	CO[C@H]1CN(C)C(=O)c2ccc(NS(=O)(=O)C3CCCCC3)cc2OC[C@@H](C)NC[C@H]1C	0.5	1	0	-4	0	1	18[16.7 µM]
57	S=c1[nH]nc(CSCc2ccccc2Cl)n1-c1ccccc1	/	13	/	-13	/	/	6
58	O=C(CSc1nnc(-c2ccncc2)n1Cc1ccco1)Nc1cccc(O)c1	-4.6	5	-1	-1	-2	-6	-5
59	O=C(CCc1ccccc1)N[C@@H]1c2ccccc2CC[C@@H]1OCc1ccccc1	-0.3	-4	?	10	14	10	/
60	CCOc1ccccc1/C=N/NC(=O)c1nnn(-c2nonc2N)c1CN1CCCCCC1	0.5	9	19	7	4	2	/

Further entries follow:
entry	structure	CFTR F508del cor	FN deposit inh	DENV2 CPE	PAX8 reporter	EWS-Fli block	GSIS activator	miR122 inh
61	Cc1cc(C)cc(C(=O)NCCn2cc(SCC(=O)N3CCOCC3)c3ccccc32)c1	-1.6	8	-4	5	-2	/	-4
62	CC(=O)Nc1ccc(NC(=O)C2CC(=O)Nc3nc4ccccc4n32)cc1 (stereo not drawn)	0.4	-8	-6	6	-1	17	-4
63	Cc1ccc(NS(=O)(=O)c2ccc(C(=O)NCC(c3ccco3)N(C)C)cc2)cc1 (stereo not drawn)	0.6	4	-5	4	5	-7	4
64	COc1ccc(NC(=O)C2CCCN(C(=O)c3ccc(Cl)cc3)C2)cc1Cl (stereo not drawn)	-2.3	-6	-3	-21	-22	-41	/
65	CCNC(=O)C[C@@H]1CC[C@@H]2NC[C@@H](O)COC[C@H]2O1	0.3	-4	15	-17	0	4	/
66	O=C(CCl)Nc1cc(S(=O)(=O)N2CCOCC2)ccc1N1CCOCC1	-1.5	-8	-4	-2	3	4	/
67	O=[N+]([O-])c1ccc(N2CCN(Cc3ccc(Br)o3)CC2)cc1	2.2	-9	1	18	3	-17	-1
68	CO[C@H]1CN(C)C(=O)c2ccc(NC(=O)c3cnccn3)cc2OC[C@@H](C)N(C)C[C@H]1C	0.7	2	/	25	1	18	4[16.7 µM]
69	C[C@@H]1CN([C@@H](C)CO)C(=O)c2cccc(NC(=O)Nc3ccc4c(c3)OCO4)c2O[C@@H]1CN(C)C(=O)Nc1ccc(F)cc1	-3.0	/	16	-11	-1	-2	2[16.7 µM]
70	COc1cc2c(cc1NC(=O)CSc1nccn1C)oc1ccccc12	/	-1	-7	-75	-37	-5	46
71	CCCCn1c(SCC(=O)NC2CCS(=O)(=O)C2)nc2ccccc2c1=O (stereo not drawn)	-3.4	11	6	-11	-4	36	5
72	C[C@@H]1CN([C@@H](C)CO)C(=O)c2cc(C#Cc3ccccc3)cnc2O[C@H]1CN(C)C(=O)c1ccccc1	/	-8	-10	31	3	-16	-5[16.7 µM]
73	Cc1cc(C(=O)Nc2cccc3c2O[C@H](CN(C)S(=O)(=O)c2cn(C)cn2)[C@@H](C)CN([C@H](C)CO)C3=O)n(C)n1	0.2	11	-5	/	-7	20	-3[16.7 µM]

Compound activity (PubChem)
